Screening results: PubChem, several laboratories
T cell HTS: modulators of CD8 T cell-vesicle binding, primary screen, mouse 2C CD8+ T cells, flow cytometry. calls only at 7 µM. 2C CD8+ T cell-vesicle binding; active compounds read low. actives 0.068% (n = 330,000). AID 2052, 2009;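 active = response, share of CD8 T cells binding vesicles, and their 90th percentile fluorescence all below set limits, cut at about 80% in these data, passing the limit was not always enough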
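Also added: QL9-peptide-loaded Drosophila micro-vesicles bearing Ld, ICAM-1 and B7-1; Test system: purified 2C TCR transgenic mouse naive CD8+ T cells; Measured by: cytometric PE anti-B7-1 and Alexa647 anti-CD8 signals after 1% paraformaldehyde fixation; Timing: binding step 1.5 h, 37 °C, antibody labelling 20 min, ice.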
Autophagy HCS: autophagy modulators in MEF cells, primary screen, imaging, high-content, MEF GFP-LC3. calls only at 10 µM (by protocol). MEF GFP-LC3 puncta imaging; test concentration mostly 10 µM. actives 0.98% (n = 190,000);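 active = percentage of spot-positive cells more than 3 SD above its plate mean, without a fluorescence outlier flag or 80% toxicity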;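 also: spot-positive cell cutoff set from DMSO-treated cells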
Dynein cargo inh: inhibitors of GR-EGFP nuclear translocation, primary screen, dynein cargo transport inhibitor project, imaging, high-content, 3617.4 mouse cells; test concentration mostly 20 µM; stimulated with dexamethasone, 1 µM; active compounds read low; z-score, hits read low; actives 0.47% (n = 220,000); AID 1381, 2008;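 active = plate z-score of nuclear minus cytoplasmic receptor signal below a set negative limit, without overly bright fluorescence or cell loss, cut at about -3.5 in these data, passing the limit was not always enough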;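 also: z-score of nuclear minus cytoplasmic ring GR-EGFP intensity difference per well; some compounds called inactive have numbers as strong as hits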
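Also added – dexamethasone, 1.0 µM final · Buffer or medium – tet-free, stripped-serum medium · Schedule – induction 48 h, compound 1 h, agonist 30 min · Detection – formaldehyde fixation, Hoechst nuclear stain, 10x automated fluorescence imaging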
P. falciparum M1AAP: P. falciparum M1AAP inhibitors, biochemical, fluorogenic H-Leu-NHMec substrate, 1536-well (AID 1445) | Aminopeptidase N (Plasmodium falciparum (isolate 3D7)) | recombinant M1AAP, H-Leu-NHMec fluorogenic kinetic assay; higher % means a stronger effect | inhibition, % at 30 µM, or IC50 in µM where a hit was titrated | actives 0.42% (n = 220,000);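 active = primary inhibition above the hit cutoff, then over 50% inhibition at one or more dose response concentrations, cut at about 23% in these data, passing the limit was not always enough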;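 also: plate controls were DMSO full reaction for no effect and no enzyme background for full effect; strong numbers were not always called active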
Yfh1-off respiration: enhancers of respiration in Yfh1-depleted yeast, dose response, Friedreich's ataxia, plus single-dose screen (AID 1465). fold induction at 50 µM, or EC50 in µM where a hit was titrated. S. cerevisiae Yfh1-off respiration, WST-1 reduction, 72 h; higher fold induction means a stronger effect. actives 0.074% (n = 220,000);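 active = fold induction of absorbance versus untreated yeast above a set limit, then at least 30% activation at any dose in follow-up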;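 also: activators that raise dye reduction in frataxin-depleted yeast; strong numbers were not always called active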
MT stabilize HCS: microtubule stabilizers in HeLa cells, primary screen, imaging, high-content imaging; actives 0.83% (n = 200,000); % tubulin-high responders, % at 10 µM; HeLa tubulin immunostaining HCS, 24 h; share of cells brighter than vehicle mean+2SD;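 active = plate Z-score above 3 for both tubulin-high and condensed-nucleus cell shares, with cell loss under 80%, at 10 µM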;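 also: anti alpha tubulin signal scored within the nucleus-defined area of each cell; some results filed as inactive read as strong as hits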
WT yeast gro inh: growth inhibition of WT strain, primary screen, mitochondrial fusion inhibitor project, WT and mutant strains, chemical genetic; mitochondrial fusion phenotypic screen; inhibition, % at 10 µM; actives 2.1% (n = 190,000); AID 1362, 2008; in the data active = inhibition above about 58%; tested in S. cerevisiae
b-catenin transl: modulators of beta-catenin nuclear translocation, primary screen, imaging, HeLa cells, immunofluorescence, high-content. actives 0.3% (n = 190,000). AID 1665, 2009. nuclear translocation activity, % at 5 µM;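 active = nuclear translocation activity above 50% at 5 µM, with a well cell count of 50 or more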;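 also: per-cell ratio of nuclear to cytoplasmic median beta-catenin stain intensity; plate controls were DMSO negative control for no effect and GSK-3 inhibitor IX positive control for full effect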
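Assay system: human HeLa cells, native beta-catenin; doses: 5 µM primary, 0.02–20 µM confirmation; incubation: compound treatment 24 h, 37°C, 5% CO2; technique: fluorescence imaging of beta-catenin antibody stain plus DAPI; measure: % activation, nuclear-to-cytoplasmic median beta-catenin signal ratio per cell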
M17LAP inhibition: P. falciparum M17LAP inhibitors, primary screen, biochemical, fluorogenic H-Leu-NHMec substrate, 1536-well (AID 1619) | Leucine aminopeptidase (Plasmodium falciparum (isolate 3D7)) | recombinant M17LAP, H-Leu-NHMec fluorogenic kinetic assay; higher % means a stronger effect | inhibition, % at 30 µM; hits with a dose series show IC50 in µM | actives 0.38% (n = 220,000);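 active = compound inhibiting the enzyme by more than half at any dose during confirmatory dose-response retesting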;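 also: plate controls were full reaction with DMSO carrier for no effect and no enzyme background for full effect; strong numbers were not always called active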
WT yeast gro inh mutant strain: second read-out of WT yeast gro inh, no call of its own (marks repeat the call); inhibition, %; mitochondrial fusion phenotypic screen, mutant strain inhibition
Dynein cargo inh cytoplasmic EGFP: second read-out of Dynein cargo inh, no call of its own (marks repeat the call); z-score; measured here: cytoplasmic GR-EGFP intensity; active compounds read high
Dynein cargo inh nuclear GR-EGFP: recorded beside Dynein cargo inh, whose call it bears; z-score; measured here: nuclear GR-EGFP intensity;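 lower value marks the stronger effect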
Dynein cargo inh cell count: also measured in Dynein cargo inh; calls as there; z-score; measured here: cell count per field
b-catenin transl cell count 5 µM: also measured in b-catenin transl; calls as there; cell count; measured here: cell count, cytotoxicity flag
T cell HTS vesicle-bound %: also measured in T cell HTS; calls as there; double positive events, %; measured here: CD8+ vesicle-bound cell fraction;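 binding gate set so that unloaded-vesicle control wells show 10% double positive cells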
MT stabilize HCS Hoechst-high %: further read-out of MT stabilize HCS, marked with its call; % Hoechst-high responders; measured here: nuclear condensation Hoechst responders;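 share of cells brighter than vehicle mean plus two SD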
MT stabilize HCS cytotoxicity %: further read-out of MT stabilize HCS, marked with its call; toxicity, %; measured here: cytotoxicity by cell density;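 0% = mean cell density of plate MIN control wells and 100% = no cells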
Autophagy HCS cell loss 18 h: further read-out of Autophagy HCS, marked with its call; toxicity, %; measured here: cell loss, nuclei count;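 cell loss after 18 h compound exposure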
* = called active by the depositor; i = inactive; · = no result given. The order is random; about 4.4% have a hit in one of these screens.

Under each structure – T cell HTS | T cell HTS vesicle-bound % | Autophagy HCS | Autophagy HCS cell loss 18 h | Dynein cargo inh | Dynein cargo inh cytoplasmic EGFP | Dynein cargo inh nuclear GR-EGFP | Dynein cargo inh cell count | P. falciparum M1AAP | Yfh1-off respiration | MT stabilize HCS | MT stabilize HCS Hoechst-high % | MT stabilize HCS cytotoxicity % | WT yeast gro inh | WT yeast gro inh mutant strain | b-catenin transl | b-catenin transl cell count 5 µM | M17LAP inhibition
> CCC(=O)N=c1sc2cc([N+](=O)[O-])ccc2n1CCOC
 : i | 38.1 | i | -10.9 | 0.709 | -0.251 | 0.241 | -0.217 | -0.7% | i | 2.9 | 1.5 | 0.1 | -1.1 | 11.1 | -1.6 | 921 | -0.2%
> Cc1cc(C)nc(NC(=O)c2cc3ccccc3o2)n1
 : i | 27.1 | i | 5.6 | -0.0797 | -0.175 | 0.0729 | 0.85 | 6.6% | i | 2.5 | 2.1 | 8.8 | -13.3 | -1.9 | -5.0 | 963 | 14.2%
> Cn1c(=O)c2c(=O)cc(NNC(=O)CC#N)[nH]c2n(C)c1=O
 : i | 8.7 | i | -1.1 | -0.258 | -0.308 | -0.187 | -0.474 | 9.6% | i | 4.6 | 1.7 | 8.4 | -14.1 | 15.0 | 0.0 | 1487 | 3.5%
> O=C(CN1C(=O)c2ccccc2S1(=O)=O)NCc1ccccn1
 : i | 31.3 | i | 2.1 | -0.321 | -0.238 | 0.0989 | -0.157 | -11.3% | i | 2.0 | 2.1 | 4.0 | 8.8 | -6.6 | 0.5 | 911 | 22.1%
> Cc1ccc(N(CC(=O)Nc2ccccc2C(=O)NCc2ccco2)S(=O)(=O)c2ccccc2)cc1C
 : i | 46.6 | i | 32.9 | -0.0217 | -0.248 | 0.11 | 0.245 | 10.2% | i | 2.9 | 1.0 | 3.4 | 17.4 | 18.2 | -1.2 | 1197 | 2.1%
> COC(=O)c1c(C)[nH]c(C(=O)CSc2ccc(Cl)cc2)c1C
 : i | 22.4 | i | -2.4 | 0.0392 | -0.291 | -0.0573 | 0.267 | -1.7% | i | 1.1 | 1.8 | 18.0 | -16.3 | -74.5 | 0.2 | 1229 | -5.1%
> c1ccc(CN2CCC(Nc3nc(-c4ccccc4)nc4ccccc34)CC2)cc1
 : i | 25.6 | i | 7.4 | 0.193 | -0.155 | 0.114 | 0.464 | -0.1% | i | 4.2 | 3.6 | 0.0 | -28.4 | 4.8 | -0.8 | 1171 | -3.1%
> CN(C)c1cc[n+](CC(=O)Nc2cc(C(F)(F)F)ccc2Cl)cc1
 : i | 26.2 | i | -29.7 | 0.387 | -0.202 | 0.476 | 0.202 | -1.4% | i | 2.1 | 1.8 | 8.2 | · | · | · | · | -8.6%
> COc1cc2c(cc1OC)C(C(C)C)=NC(C)(C)C2
 : i | 37.8 | i | -6.2 | 1.53 | -0.084 | 1.55 | -0.94 | 14.1% | i | 4.9 | 2.1 | 7.1 | -8.9 | -2.1 | -3.6 | 526 | -138.9%
> Cn1c(SCc2c(F)cccc2Cl)nnc1-c1cccs1
 : i | 38.1 | i | 25.0 | 0.25 | -0.238 | 0.143 | 0.959 | 1.2% | i | 2.1 | 1.9 | 5.0 | 16.2 | 28.3 | · | · | 12.1%
> O=C(NCCc1c[nH]c2ccccc12)C(=O)NCC1OCCCN1S(=O)(=O)c1cc(F)ccc1F (stereo unspecified)
 : i | 39.9 | i | -1.1 | 0.118 | -0.358 | -0.454 | 0.307 | -0.2% | i | 2.1 | 2.9 | 7.6 | -9.7 | -1.9 | -3.6 | 1014 | -3.6%
> NC(=O)c1ccc(NCCCN2CCOCC2)c([N+](=O)[O-])c1
 : i | 53.8 | i | -7.7 | -0.0267 | 0.645 | 0.218 | 0.617 | 5.7% | i | 3.9 | 2.3 | 3.5 | 2.1 | 7.7 | -0.1 | 1479 | 2.4%
> CCOc1cc(S(=O)(=O)N2CCCCC2)ccc1Cl
 : i | 68.0 | i | 8.8 | -0.646 | -0.171 | -0.0536 | 0.568 | 0.1% | · | 5.1 | 2.3 | 6.8 | 6.2 | 7.9 | -2.0 | 843 | 4.5%
> Nc1nc(N)c2cc(Sc3ccc4ccccc4c3)ccc2n1
 : i | 15.9 | · | · | -0.352 | -0.204 | -0.203 | -1.41 | 8.4% | i | · | · | · | · | · | -2.4 | 1093 | -9.9%
> Cc1cc(C)nc(N2N=C(C(F)(F)F)CC2=O)n1
 : i | 36.0 | · | · | 0.48 | -0.242 | -0.174 | -0.0685 | -2.7% | i | · | · | · | · | · | 1.3 | 1287 | 1.1%
> CCc1ccc(NC(=O)COC(=O)CCc2nc3cc(S(=O)(=O)N(CC)CC)ccc3n2C)cc1
 : i | 36.6 | i | -2.1 | 0.814 | 0.0464 | 0.755 | -1.18 | -11.8% | i | 6.0 | 1.4 | 6.1 | 14.0 | -1.8 | 3.4 | 1132 | 14.3%
> Cc1noc(NS(=O)(=O)c2ccc(NC(=O)CSc3nc4c(cc3C#N)CCCC4)cc2)c1C
 : i | 41.6 | i | 8.3 | -0.691 | -0.215 | -0.243 | 0.153 | 12.0% | i | 4.9 | 2.5 | 5.1 | -0.3 | -0.1 | · | · | 10.8%
> O=C(Nc1cccc([N+](=O)[O-])c1)c1cccc(C(=O)Nc2cccc([N+](=O)[O-])c2)c1
 : i | 61.2 | · | · | 0.45 | -0.188 | 0.254 | 0.614 | -4.0% | i | · | · | · | · | · | 0.9 | 936 | -6.8%
> CC1(C)CC(=O)C(C=NCCN2CCN(C(=O)NC34CC5CC(CC(C5)C3)C4)CC2)=C(O)C1
 : · | · | i | 4.9 | -1.59 | -0.169 | -0.497 | 0.279 | 14.7% | i | 2.0 | 2.3 | 6.9 | 3.7 | -5.9 | · | · | 18.3%
> O=C(CCSc1nnc(-c2ccncc2)o1)Nc1ccccc1Cl
 : i | 27.7 | i | -2.2 | -0.0665 | -0.154 | -0.0913 | 0.159 | -1.4% | i | 1.1 | 0.9 | 5.3 | 27.5 | 5.5 | 0.0 | 1126 | 0.7%
> CCOC(=O)CSc1nnc(CNC(=O)c2cccc(C)c2)n1C
 : i | 26.5 | i | -10.1 | 1.32 | -0.183 | 0.838 | -1.37 | -4.8% | i | 3.3 | 3.1 | 9.6 | -11.9 | -17.9 | 1.2 | 1068 | 6.7%
> Cc1ccc2cccc(O)c2[n+]1[O-]
 : i | 6.0 | i | 21.3 | -0.651 | -0.212 | -0.177 | 0.211 | 5.1% | i | 1.9 | 2.9 | 12.4 | -11.8 | 23.6 | 1.6 | 1381 | -8.5%
> c1ccc(Cc2nnc3sc(-c4ccco4)nn23)cc1
 : i | 21.2 | i | 0.8 | -0.748 | -0.212 | -0.303 | 0.358 | 6.2% | i | 4.1 | 2.2 | 0.1 | 4.7 | 0.1 | · | · | -1.1%
> Cc1cccc(C)c1NC(=O)CCn1cnc2ccccc2c1=O
 : i | 17.8 | i | 11.3 | 0.223 | -0.107 | 0.76 | -0.415 | 2.3% | i | 3.7 | 1.6 | 7.0 | 0.8 | 8.6 | -0.9 | 1002 | -0.1%
> Nc1ncnc2c1ncn2CCOc1ccccc1
 : i | 34.9 | i | -10.0 | -0.474 | -0.266 | -0.236 | 0.724 | 7.2% | i | 2.2 | 2.2 | 5.9 | 6.4 | 13.5 | -0.6 | 1144 | 1.9%
> COc1cc(/C=C(\C#N)C(=O)NCC2CCCO2)cc(OC)c1OC (stereo unspecified)
 : i | 50.7 | i | 29.8 | -0.393 | -0.222 | -0.341 | 0.639 | 7.7% | i | 2.1 | 2.1 | 3.4 | 5.2 | -1.4 | 0.4 | 1088 | 49.3%
> O=C(Nc1ccc(Br)cc1)C1CCC(=O)N1Cc1ccccc1Cl (stereo unspecified)
 : i | 53.4 | i | -9.2 | -0.408 | -0.179 | -0.344 | 0.705 | 1.7% | i | 1.5 | 1.9 | 8.0 | -6.4 | -1.6 | -3.5 | 1413 | -1.0%
> CCOC(=O)C1CCCN(Cc2nc(N)nc(Nc3ccc(OC)cc3)n2)C1 (stereo unspecified)
 : i | 24.2 | i | -11.7 | 0.26 | -0.245 | 0.196 | -0.392 | 2.7% | i | 3.8 | 1.7 | 3.4 | 4.6 | -25.2 | 0.7 | 1113 | 5.8%
> Cc1ccc(-c2nc(CS(=O)CC(=O)NC3CCC(C)CC3)c(C)o2)cc1 (stereo unspecified)
 : i | 38.5 | i | -2.5 | -0.754 | -0.192 | -0.279 | 0.183 | -0.5% | i | 7.3 | 3.7 | 2.3 | 7.6 | 12.9 | · | · | 9.8%
> Cc1nnsc1-c1onc(C)c1C(=O)O/N=C/c1ccc(Cl)cc1
 : i | 12.3 | · | · | -0.984 | -0.258 | -0.733 | 1.14 | 8.4% | i | · | · | · | · | · | -3.0 | 1168 | 5.2%
